Screening results as filed in PubChem.
PERK inhibitor – block of dimerizer-induced PERK translation repression, primary screen, PERK inhibitor project, CHO PERK-DD cells, SEAP luminescence, HTS; inhibition, % at 5.6 µM; CHO PERK-DD fusion, SEAP luminescence translation reporter; 0.17% of 220,000 active;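 active = inhibition above the mean inhibition of all tested compounds plus 3 SD, set separately per screening campaign, cut at about 2.9% in these data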;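 note: PERK kinase domain activated by AP20187 dimerizer at 100 nM; 0% = DMSO with dimerizer and 100% = rapamycin at 8.4 µM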
hK5 inh – human KLK5 protease inhibitors, primary screen, biochemical, 1536-well | inhibition, % at 5 µM | recombinant hK5, fluorogenic AMC substrate cleavage | 0.59% of 210,000 active | Kallikrein-5 (Homo sapiens), Q9Y337 | AID 873, 2007;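 active = inhibition of 40% or more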;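 note: 0% = enzyme controls without compound and 100% = no-enzyme blanks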
Target sequence (Q9Y337 67-293 limits assumed): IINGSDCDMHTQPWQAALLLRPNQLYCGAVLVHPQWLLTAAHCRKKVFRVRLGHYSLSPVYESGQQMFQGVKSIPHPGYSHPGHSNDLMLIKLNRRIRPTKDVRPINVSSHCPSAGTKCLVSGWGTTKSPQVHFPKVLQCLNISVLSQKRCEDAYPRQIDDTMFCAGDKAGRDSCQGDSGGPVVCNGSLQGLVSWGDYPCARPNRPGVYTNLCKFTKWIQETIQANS
KCC2 mod – KCC2 cotransporter modulators, thallium flux, primary screen, cell-based, HEK293 KCC2, FluoZin-2 fluorescence, MLSMR; 2.2% of 190,000 active; B-score of Tl+ flux slope (higher = more flux/activation; lower = inhibition) at 10 µM; Solute carrier family 12 member 5 (Homo sapiens), Q9H2X9; KCC2 cells, thallium flux FluoZin-2 fluorescence;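 active = thallium flux slope and its plate-corrected score both differing from the plate sample mean at a set confidence after two filtering rounds, in either direction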;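 note: slope of fluorescence scaled to starting intensity during 10 to 20 s after thallium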
FXIa inh – human FXIa protease inhibitors, primary screen, biochemical, 1536-well. inhibition, % at 5 µM. 0.14% of 220,000 active. Coagulation factor XI (Homo sapiens), P03951. purified FXIa, Boc-Glu-Ala-Arg-AMC fluorogenic substrate. AID 798, 2007;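 active = inhibition of at least 40%; inactive = inhibition below 40%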;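 note: fluorescence of freed AMC excited at 355 nm; 0% = enzyme without compound and 100% = no enzyme blank; many of its hits are not listed in these tables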
Target sequence (P03951 19-387 limits assumed): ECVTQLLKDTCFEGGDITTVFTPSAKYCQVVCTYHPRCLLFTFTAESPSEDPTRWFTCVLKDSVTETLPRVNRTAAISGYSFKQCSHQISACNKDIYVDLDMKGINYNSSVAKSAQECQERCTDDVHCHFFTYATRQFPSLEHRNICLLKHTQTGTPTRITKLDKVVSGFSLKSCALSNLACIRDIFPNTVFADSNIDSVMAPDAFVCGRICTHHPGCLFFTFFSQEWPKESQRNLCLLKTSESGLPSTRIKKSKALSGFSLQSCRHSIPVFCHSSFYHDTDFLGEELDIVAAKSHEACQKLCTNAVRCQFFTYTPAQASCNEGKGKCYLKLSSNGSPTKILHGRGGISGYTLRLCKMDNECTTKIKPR
Target sequence (P03951 388-625 limits assumed): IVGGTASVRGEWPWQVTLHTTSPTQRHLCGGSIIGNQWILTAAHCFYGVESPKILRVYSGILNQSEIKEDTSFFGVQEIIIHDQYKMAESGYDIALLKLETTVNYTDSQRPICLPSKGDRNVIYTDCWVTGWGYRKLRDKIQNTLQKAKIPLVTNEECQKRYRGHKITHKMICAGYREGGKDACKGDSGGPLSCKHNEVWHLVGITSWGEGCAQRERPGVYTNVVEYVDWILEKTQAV
Wee1 degr inh – Wee1 degradation inhibitors, primary screen, cell-based, HeLa, Wee1K328M-luciferase, luminescence; HeLa Luc-Wee1K328M stability; 100% = proteasome inhibitor MG132 effect; Wee1-like protein kinase (Homo sapiens), P30291; AID 1321, 2008; reporter increase, % at 5 µM; 1.2% of 220,000 active;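 active = activation above the mean of all tested compounds plus 3 SD, set per screening run, cut at about 8.8% in these data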;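 note: cells exposed to compound for 20 h before luminescence read; 0% = DMSO alone and 100% = MG132 at 30 µM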
FXIIa inh – human FXIIa protease inhibitors, primary screen, biochemical, 1536-well; Coagulation factor XII (Homo sapiens), P00748; purified FXIIa, Boc-QGR-AMC fluorogenic substrate, 2 h; inhibition, % at 5 µM; 0.3% of 220,000 active; in the data active = inhibition above about 40%;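 note: 0% = enzyme with no compound and 100% = blank without enzyme; many of its hits are not listed in these tables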
thrombin 1536 – human alpha-thrombin inhibitors, primary screen, counter-screen for coagulation protease inhibitor project, biochemical, 1536-well, fluorogenic AMC substrate. Prothrombin (Homo sapiens), P00734. Boc-VPR-AMC fluorogenic substrate cleavage. AID 1046, 2008. 0.26% of 220,000 active. inhibition, % at 5 µM;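 active = inhibition at or above 40%; inactive = inhibition below 40%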;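 note: 0% = enzyme with no compound and 100% = wells without enzyme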
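Material: human alpha-thrombin protein; Also added: Boc-VPR-AMC substrate, 15 µM final; Timing: enzyme reaction carried out at room temperature; Signal: fluorescence, ex 355 nm, em 460 nm; Measure: % inhibition of thrombin; Controls: enzyme without compound as high, wells lacking enzyme as low.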
Furin inhibitor – human furin inhibitors, primary screen, biochemical, fluorescence intensity; 0.061% of 220,000 active; P09958; purified furin, fluorogenic substrate cleavage; inhibition, % at 30 µM; in the data active = inhibition above about 25%; note: inactives centre near -15
p97 ATPase inh – inhibitors of human p97 ATPase, primary screen, biochemical | Transitional endoplasmic reticulum ATPase (Homo sapiens), P55072 | recombinant p97 ATPase, Kinase-Glo ATP luminescence, 3 h | inhibition, % at 8 µM | 0.42% of 220,000 active; in the data active = inhibition above about 15%;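 note: 0% = DMSO vehicle and 100% = wells lacking enzyme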
Numbers without * were called inactive; nt = no result given; [ ] = another dose, or the depositor's remark.

nr | SMILES | thrombin 1536 | Furin inhibitor | hK5 inh | Wee1 degr inh | p97 ATPase inh | FXIa inh | FXIIa inh | KCC2 mod | PERK inhibitor
1 | COc1ccc(Cl)cc1NC(=S)Nc1ccccc1F | -4 | -13 | 17 | -2 | 0 | 1 | 10 | 1.5 | 0.5
2 | CCn1c(=N)n(CC(=O)c2cccc([N+](=O)[O-])c2)c2ccccc21 | -2 | -7 | -5 | -2 | 8 | 3 | 9 | 0.95 | -1.1
3 | CCOC(=O)Cc1csc(NC(=O)CSc2ccc(Br)cc2)n1 | -6 | 4 | -17 | -5 | 0 | 3 | 11 | -0.72 | 0.8
4 | CSC1=NC2(C)CCCCC2C12C=CC(=O)C=C2 (stereo unspecified) | 3 | -22 | 2 | 4 | 7 | 2 | 4 | 0.31 | 0.9
5 | Cc1ccc(C)c(CN2CCCNC2=O)c1 | -5 | -32 | 1 | 5 | 3 | -3 | -1 | -0.1 | 1.4
6 | CN(N=Nc1cccc([N+](=O)[O-])c1)c1cccc([N+](=O)[O-])c1 | -4 | -22 | -12 | 5 | -1 | -5 | 4 | -0.53 | -0.2
7 | CCOC(=O)C1(C)NC(c2cccs2)C2C(=O)N(c3ccccc3)C(=O)C21 (stereo unspecified) | -4 | -20 | -8 | 6 | -1 | -7 | 4 | -0.82 | 0.9
8 | CN(C)S(=O)(=O)c1ccc(NC(=O)c2ccc([N+](=O)[O-])cc2)cc1 | 5 | -23 | 1 | -1 | 0 | 1 | 14 | 1 | 0.4
9 | O=C(Cn1cncc1-c1ccc([N+](=O)[O-])cc1)Nc1ccccc1F | -5 | -5 | -11 | -4 | -4 | -8 | 3 | 1.8 | -0.6
10 | Cc1ccc(NC(=O)Nc2ccc3oc(C)nc3c2)cc1 | -1 | -19[20 µM] | 6 | 6 | -1 | 9 | 9 | 0.017 | 0.0
11 | c1ccc2c(c1)sc1nnnn12 | -3 | -28[20 µM] | 2 | 4 | 3 | -4 | 7 | nt | 0.8
12 | c1ccc2c3c([nH]c2c1)C(C1CCCCC1)N(Cc1ncc[nH]1)CC3 (stereo unspecified) | -1 | -18 | nt | 7 | -1 | 1 | 7 | -0.0027 | 0.4
13 | COc1cc(/C=C2/C(=O)N=C(N)N2C)cc(OC)c1OC | 5 | -16[20 µM] | -7 | -1 | 0 | 7 | 14 | 0.038 | 0.0
14 | O=C(Cc1c(O)c2ccccc2[nH]c1=O)NC1CCCCCC1 | -2 | -4 | -4 | -1 | -2 | 1 | 5 | 0.041 | -0.5
15 | Cc1[nH]c2ccccc2c1Cc1n[nH]c(=S)n1C | 2 | -19[20 µM] | -21 | -2 | 2 | 12 | 18 | -6.4* | -0.4
16 | CC(NC(=O)c1ccccc1)C(=O)N/N=C/c1ccc(O)cc1 (stereo unspecified) | -10 | 0 | -2 | 1 | 0 | 20 | 8 | 0.72 | 0.5
17 | O=C(CCCN1C(=O)/C(=C\c2cccc(Br)c2)SC1=S)Nc1cccnc1 | 1 | -3 | nt | 0 | 3 | 6 | 11 | -0.48 | 0.5
18 | Cn1c(SCC(=O)Nc2ccccc2)nnc1-c1ccc2nonc2c1 | 0 | -13 | 1 | -1 | 0 | -3 | 11 | 1.4 | -0.1
19 | CCC(C)(C(=O)NC1CCCCC1)N(C(=O)C1CCC(=O)N1)c1ccccc1 (stereo unspecified) | -9 | -1[20 µM] | -36 | -1 | 0 | -11 | 3 | -1.4 | 0.0
20 | CCC(CC)c1nnc(NC(=O)CN2C(=O)c3ccccc3C2=O)s1 | -1 | -11 | -26 | -2 | -2 | -7 | -5 | 0.68 | 0.6
21 | CC(C)OC(=O)CC(=O)CSc1nc2c(c(-c3cccs3)c1C#N)CCC2 | -10 | -14 | -7 | 0 | 4 | -3 | 4 | -0.31 | 0.1
22 | O=C(C[n+]1cn(C(F)F)c2ccccc21)c1ccc(OC(F)F)cc1 | -3 | -29 | 0 | 15* | 1 | -2 | 6 | -0.4 | 1.4
23 | CC(C(=O)O)c1ccc(-c2ccccc2)c(F)c1 (stereo unspecified) | nt | -11 | -10 | 2 | 7 | -2 | 8 | -0.26 | 0.3
24 | CN(Cc1nc(Cc2cccc(C(F)(F)F)c2)no1)C1CC(C)(C)NC(C)(C)C1 | -5 | -21 | -2 | -2 | -2 | -1 | 8 | -0.7 | 0.1
25 | COC(=O)c1ccc(NC(=O)C(=O)NCC2CCCO2)cc1 (stereo unspecified) | -1 | -9 | -15 | -3 | 3 | 5 | 8 | 0.62 | 2.2
26 | S=C(N/N=C/c1ccc2c(c1)OCO2)NC1CC2CCC1C2 (stereo unspecified) | 10 | -11 | 2 | 1 | -15 | 6 | 16 | 1 | -0.7
27 | O=C(Nc1ccc(N2CCOCC2)cc1)NC1CCCCC1 | -1 | -12 | 3 | 0 | 5 | -1 | -8 | nt | -0.8
28 | COc1ccc(Cn2c(C)c(C)c(C#N)c2NC(=O)Nc2ccc(Cl)cc2)cc1 | -2 | -23[20 µM] | -3 | 0 | 1 | -4 | 7 | 1 | 0.3
29 | O=C(O)CCCCCN=C1CCc2ccccc2N1 | -6 | -17 | 17 | 2 | -5 | -4 | -10 | 0.42 | -0.3
30 | CCOc1cc(C(=O)NCC2CCCO2)cc(OCC)c1OCC (stereo unspecified) | 0 | -22[20 µM] | -4 | 1 | 1 | 1 | 4 | nt | -0.5

Of the compounds above, these have a Cl atom.
nr | SMILES | thrombin 1536 | Furin inhibitor | hK5 inh | Wee1 degr inh | p97 ATPase inh | FXIa inh | FXIIa inh | KCC2 mod | PERK inhibitor
1 | COc1ccc(Cl)cc1NC(=S)Nc1ccccc1F | -4 | -13 | 17 | -2 | 0 | 1 | 10 | 1.5 | 0.5
28 | COc1ccc(Cn2c(C)c(C)c(C#N)c2NC(=O)Nc2ccc(Cl)cc2)cc1 | -2 | -23[20 µM] | -3 | 0 | 1 | -4 | 7 | 1 | 0.3

(continued)
nr | SMILES | thrombin 1536 | Furin inhibitor | hK5 inh | Wee1 degr inh | p97 ATPase inh | FXIa inh | FXIIa inh | KCC2 mod | PERK inhibitor
31 | CCOC(=O)c1c(N2C(=O)CC(Sc3ccccc3C(=O)O)C2=O)sc2c1CCCC2 (stereo unspecified) | 5 | -14 | -6 | 5 | 7 | -3 | 4 | 0.014 | 1.9
32 | Cn1c(S(=O)(=O)c2ccc([N+](=O)[O-])cc2)nc(Br)c1Br | -2 | -1 | -1 | -2 | -4 | -1 | 1 | 1.3 | -1.2
33 | COc1cccc(-c2csc3nc[nH]c(=O)c23)c1 | 2 | -17[20 µM] | -1 | -1 | 0 | 5 | 17 | 0.86 | 0.1
34 | COc1ccc(CNC(=O)C(Cc2ccccc2)n2cccc2)cc1 (stereo unspecified) | 0 | -24 | 4 | 0 | 2 | 3 | 9 | -2.1 | -0.8
35 | CCN1CCN(CCn2c(=S)[nH]c3cc4c(cc3c2=O)OCO4)CC1 | 3 | -15[20 µM] | 14 | 0 | 1 | 1 | 10 | 1.1 | -1.3
36 | O=C(CCc1nc(-c2ccccc2F)no1)NC1CCCCC1 | -7 | -15[20 µM] | -27 | -2 | 1 | 17 | 21 | -0.016 | -0.7
37 | COc1ccccc1CNC(=O)CSc1ccc(-c2cccs2)nn1 | 28 | -18 | -2 | 1 | -2 | -1 | 2 | -4.3* | -0.8
38 | CCN(CC)S(=O)(=O)c1ccc(C(=O)Nc2cc(C)cc(C)c2)cc1 | 4 | -15[20 µM] | -6 | 2 | -5 | 5 | 20 | -0.24 | -0.4
39 | O=C(Cc1cccs1)N1CCCC(c2nc3c(nnn3Cc3ccc(F)cc3)c(=O)[nH]2)C1 (stereo unspecified) | -3 | -20[20 µM] | -5 | 0 | -2 | -2 | 0 | nt | 0.7
40 | Cc1ccccc1-c1nc(CS(=O)(=O)CC(=O)NCCN2CCOCC2)c(C)o1 | -10 | -24 | -20 | -1 | 0 | 1 | 11 | -1.5 | -0.5
41 | CCCN=C(N)/C(C(=O)OCC)=C(\O)c1ccc(OC)cc1 | -5 | -31[20 µM] | -3 | 3 | -1 | 15 | 17 | nt | 0.0
42 | O=c1cc(CN2CCN(C/C=C/c3ccccc3)CC2)c2cc(O)ccc2o1 | 2 | -24 | 2 | 0 | 5 | 5 | 6 | -0.9 | -0.9
43 | CC(NC(=O)Cc1cccs1)C(c1cccs1)N1CCN(c2ccccc2)CC1 (stereo unspecified) | nt | -7[20 µM] | nt | -1 | -3 | nt | nt | -0.31 | -1.4
44 | COC(=O)c1cc(NS(=O)(=O)c2ccc(NCc3cccnc3)c([N+](=O)[O-])c2)cc(C(=O)OC)c1 | -3 | -16 | -7 | 1 | 3 | 2 | 13 | -0.89 | 0.9
45 | Clc1nc(Cl)nc(NCCC2=CCCCC2)n1 | -1 | -8 | -5 | 2 | -2 | 4 | 7 | -0.27 | -0.8
46 | O=[N+]([O-])c1ccccc1/C=N/Nc1nc(N2CCCC2)nc(N2CCCC2)n1 | nt | -32 | 2 | -5 | 3 | 6 | 7 | -0.44 | 0.0
47 | CCCCC/C=N/NC(=O)c1[nH]c2ccc([N+](=O)[O-])cc2c1C | -7 | -22 | 4 | 1 | 1 | 2 | 0 | 1 | 1.0
48 | COc1ccc(C2NCCc3c2[nH]c2ccccc32)cc1CN1CCc2cc(OC)c(OC)cc2C1C (stereo unspecified) | -3 | 2 | -2 | 1 | 5 | -1 | 4 | 0.58 | -1.8
49 | Cc1ccc(S(=O)(=O)/N=C(\CCl)N2CCOCC2)cc1 | -7 | -4 | -18 | -2 | 3 | -8 | 2 | -0.014 | -0.3
50 | O=C(O)CC(=O)Nc1ccccc1 | -8 | -29[20 µM] | -1 | 0 | -1 | -12 | 2 | nt | -0.1
51 | COc1nccnc1NS(=O)(=O)c1ccc(NC(=S)NC(=O)c2ccccc2F)cc1 | 6 | -7 | -8 | -1 | -2 | 2 | -4 | 1.1 | 0.5
52 | COc1ccc(S(=O)(=O)N(Cc2ccccc2)Cc2nc(-c3ccccc3)no2)cc1 | -11 | -8[20 µM] | -3 | -1 | -5 | 15 | 15 | -0.35 | -0.2
53 | CCOC(=O)c1ccc(NC(=O)CCc2ccc(CC)o2)cc1 | -8 | 4 | 11 | 0 | -9 | -9 | -2 | -0.41 | -0.5
54 | N/C(=N\OC(=O)C(c1ccccc1)c1ccccc1)c1cccnc1 | -3 | -30 | -3 | -3 | 0 | -5 | -5 | -1.2 | 0.4

Records 49 through 51, quoted:
nr | SMILES | thrombin 1536 | Furin inhibitor | hK5 inh | Wee1 degr inh | p97 ATPase inh | FXIa inh | FXIIa inh | KCC2 mod | PERK inhibitor
49 | Cc1ccc(S(=O)(=O)/N=C(\CCl)N2CCOCC2)cc1 | -7 | -4 | -18 | -2 | 3 | -8 | 2 | -0.014 | -0.3
50 | O=C(O)CC(=O)Nc1ccccc1 | -8 | -29[20 µM] | -1 | 0 | -1 | -12 | 2 | nt | -0.1
51 | COc1nccnc1NS(=O)(=O)c1ccc(NC(=S)NC(=O)c2ccccc2F)cc1 | 6 | -7 | -8 | -1 | -2 | 2 | -4 | 1.1 | 0.5
